14-3-3g Raf: modulators of human 14-3-3 gamma - Raf peptide interaction. 160,000 compounds, 0.19% hits. P61981. inhibition, % at 40 µM. AID 422. FP, 14-3-3gamma / TMR-pS259-Raf peptide binding; in the data active means inhibition above about 30%;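 further: 0% = protein plus tracer without compound and 100% = blank with tracer alone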
Target sequence (P61981 whole entry, looked up): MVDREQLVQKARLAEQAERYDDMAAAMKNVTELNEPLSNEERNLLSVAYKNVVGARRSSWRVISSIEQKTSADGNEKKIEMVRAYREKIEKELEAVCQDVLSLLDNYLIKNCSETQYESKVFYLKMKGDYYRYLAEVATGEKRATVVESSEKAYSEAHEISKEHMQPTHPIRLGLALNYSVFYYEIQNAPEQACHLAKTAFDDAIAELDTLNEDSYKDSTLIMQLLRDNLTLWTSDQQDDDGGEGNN
* = called active by the depositor; & = joins results of further samples. These rows are one share of the data; the hit share may differ from the screen's.

14-3-3g Raf	Structure
-2.8	COC(=O)C1C(=O)c2c([nH]c(C(=O)OCCSC)c2C)CC1C (stereo not given)
-4.2	CN(c1ccc(C(=O)NCc2ccccc2)cc1)S(=O)(=O)c1ccccc1
1.7	O=C(CSCC(=O)N1CCCc2ccccc21)Nc1ccccc1
-240.7	Cc1ccc2cc(C3CC(c4ccc(Br)cc4)=NN3S(C)(=O)=O)c(Cl)nc2c1 (stereo not given)
-7.8	C=CCOc1cccc(C2/C(=C(/O)c3ccccc3)C(=O)C(=O)N2CCN2CCOCC2)c1 (stereo not given)
-3.7	C=CCc1cccc(/C=N/c2ncccc2O)c1O
-1.3	Cc1ccc(NC(=O)c2cc(S(=O)(=O)N3CCCCCC3)ccc2F)cc1
-3.2	O=C(c1ccco1)N1CCN(S(=O)(=O)c2ccc(F)cc2)CC1
7.2	COc1ccccc1NC(=O)c1ccc(F)c(S(=O)(=O)N2CCCCCC2)c1
5.9&-2.6	CCC(NC(=O)NC1=NCCS1)(C(F)(F)F)C(F)(F)F
-15.8	CCOc1ccc(-n2c(SCC(=O)NCc3ccco3)nc3c(c2=O)SCC3)cc1
-31.8	O=C1C=CC(=NS(=O)(=O)c2ccc(F)cc2)c2ccccc21
-1.4	CC(C)C(NC(=O)C1CCCCC1)C(=O)NC1CCCC(C)C1C (stereo not given)
-4.0&-3.5	Cc1sc2ncnc(SCc3ccco3)c2c1C
3.8	C1=Nc2c(NCc3ccccc3)ncnc2Oc2ccccc21
-2.6	c1ccc(-c2cc3c(ncn4c(-c5ccccc5)nnc34)s2)cc1
-1.9	COc1ccc(-c2cc(C(F)(F)F)n3nc(C(=O)N4CCSCC4)cc3n2)cc1
0.3	O=C1NC(=O)c2cc(NC(=O)C34CC5CC(CC(C5)C3)C4)ccc21
6.3	CCOC(=O)Cn1c(=O)c(-c2ccccc2N)nc2ccccc21
9.4	COc1ccc(-c2nnc(Nc3ccc(F)cc3)c3ccccc23)cc1
-27.8	Nc1ccc2cn[nH]c2c1
-8.2	CCOc1ccc(CCN2CN(CC)CNC2=S)cc1OCC
2.7	CCn1c2ccccc2c2cc(CN3CCC(N4CCCCC4)CC3)ccc21
-21.4	COC(=O)C1CCN(c2nc3ccccc3nc2C(C#N)C(=O)OCC(C)C)CC1 (stereo not given)
-4.1	O=[N+]([O-])c1ccc(Cl)c(-c2nc(-c3ccccn3)no2)c1
-8.8	CCn1c(SCC(=O)Nc2cc(OC)c(OC)c(OC)c2)nnc1-c1cccs1
-4.2	CCCCNC(=O)C1CCCN(S(C)(=O)=O)C1 (stereo not given)
-19.9	COc1ccc(NC2=CC(=NS(=O)(=O)c3ccc(Br)cc3)c3ccccc3C2=O)cc1
2.0	COCCNC(=O)CN(Cc1ccc2c(c1)OCO2)C(=O)CCC(=O)Nc1nccs1
3.0	O=C(NCc1cccs1)c1ccc2c(c1)OCCO2
-13.9	Cc1c(C(=O)OCCOC(C)C)[nH]c2c1C(=O)CC(c1ccccc1Cl)C2 (stereo not given)
-75.2	COC(=O)C1=C(C)NC2=C(C(=O)c3ccccc32)C1c1ccccc1OC (stereo not given)
-15.6	O=C(O)c1cc(-n2c(C=Cc3cccc4ccccc34)nc3ccccc3c2=O)ccc1Cl
-156.4	O=C1C2C(c3ccc(Cl)cc3)OC3(C(=O)c4ccccc4C3=O)C2C(=O)N1c1cccc(C(F)(F)F)c1 (stereo not given)
-318.8	CCOc1ccccc1-n1c(=S)sc2c(=O)[nH]c(SCC(=O)N(CC)CC)nc21
-4.3	CCC(C(=O)OC)n1cnc2c(nnn2-c2ccc(OC)cc2)c1=O (stereo not given)
2.6	CC1(C)CC(=O)c2cc3c(N)c(C(=O)Nc4ccc(Br)cc4)sc3nc2C1
-5.7	c1ccc2oc(NC3=NCN(CC4CCCO4)CN3)nc2c1 (stereo not given)
-4.7	CCOC(=O)c1cc(-c2ccc(F)cc2)n(CC(=O)N2CCCC2)c1C
-0.5	CNc1oc(Cc2ccccc2)nc1S(=O)(=O)c1ccccc1
7.4	COCC(=O)Nc1ccccc1C(=O)NC(C)C
-8.4	COC(=O)C1=C(N)Oc2cc(C)oc(=O)c2C1c1cccnc1 (stereo not given)
-7.0	O=C(Oc1ccc(Cl)c(OC(=O)c2ccc(F)cc2)c1)c1ccc(F)cc1
3.2&4.2	CCOC(=O)c1cccc(N2C(N)=NC(N)=NC2(C)C)c1
-4.0	O=c1c2ccccc2nc(C=Cc2cccc([N+](=O)[O-])c2)n1-c1cccc2ccccc12
-1.2	O=C1CC(N2CCN(c3cccc(C(F)(F)F)c3)CC2)C(=O)N1c1ccccc1F (stereo not given)
-6.5	CC(=O)c1ccc(NC(=O)C2CCCN(S(=O)(=O)c3c(C)n[nH]c3C)C2)cc1 (stereo not given)
-3.8	CCCS(=O)(=O)N1CCN(S(=O)(=O)c2ccc(F)cc2)CC1
6.3	c1ccc(CSc2nnc(-c3cccnc3)o2)cc1
0.3	CCc1ccc(NC(=O)CSc2nnnn2-c2ccc(C(=O)O)cc2)cc1
-2.4	C=C(C)c1cccc(C(C)(C)NC(=O)Nc2ccc3[nH]c(=O)[nH]c3c2)c1
1.6	CCCCCCc1nc2ccccc2c(=O)n1N
0.6	CN1CCN(C(=O)c2ccc3c(=O)n(CCC4=CCCCC4)c(=S)[nH]c3c2)CC1
-8.6	O=[N+]([O-])c1ccccc1C(Nc1ccccn1)c1ccc2cccnc2c1O (stereo not given)
-7.1	O=C(CCn1c(=S)[nH]c2ccsc2c1=O)NCCc1ccccc1
-1.2	Cc1ccc(-n2c(=O)[nH]cc(C(=O)N3CCc4ccccc43)c2=O)cc1
-1.3	Cc1nc(=O)c(-c2ccccc2)c(C)n1-c1ccccc1O
-1.4	CC(C)C(=O)NC(Nc1sc2c(c1C(N)=O)CCCC2)(C(F)(F)F)C(F)(F)F
8.2	O=C(Nc1nc2ccccc2s1)C(Cc1ccccc1)N1C(=O)c2ccccc2C1=O (stereo not given)
-20.0	Cc1ccc(NC(=O)c2ccc(Br)cc2)c(C(=O)c2ccccc2)c1

Later entries.
14-3-3g Raf	Structure
-2.0	Cc1noc(C)c1S(=O)(=O)N1CCC(C(=O)N2CCc3ccccc32)CC1
-4.3	CC1CCC(NC(=O)C2CC(=O)N(C(C)c3ccccc3)C2)CC1 (stereo not given)
-3.7	CC(C)C1Cc2c(sc3nc(SCC(=O)Nc4ccccc4)nc(N)c23)CO1 (stereo not given)
-3.2	Nc1nc2n(n1)C(c1ccco1)CC(c1ccc(Cl)cc1Cl)N2 (stereo not given)
-4.2	O=C(O)c1ccc2[nH]c(=O)c(Cc3cccc(Cl)c3)nc2c1
-13.4	CC(=O)c1c(C)oc2ccc(N(C(=O)c3ccc(C)cc3)S(=O)(=O)c3ccc(Cl)c([N+](=O)[O-])c3)cc12
-8.9	Cc1ccc(C(=O)NC(C)(C)C)cc1
1.0	O=C(CCSCc1cccc(F)c1)NCc1ccccc1
-2.6	Cc1cccc(Cc2cnc(NC(=O)CCCOc3ccc(Br)cc3)s2)c1
-6.5	CCCC12CN3CC(C)(CN(C1)C3c1ccccc1)C2=O (stereo not given)
0.2	CC1=Nn2c(nnc2-c2ccccc2F)SC1
-38.3	CSc1ccc(C2C(C(=O)Nc3cccc(C(F)(F)F)c3)=C(C)NC3=C2C(=O)CC(c2ccccc2)C3)cc1 (stereo not given)
-0.7	CC1CCc2c(oc3ccc(NS(=O)(=O)c4ccc(C(C)(C)C)cc4)cc23)C1 (stereo not given)
-2.2	CCN(CCCNS(=O)(=O)c1cccc2cccnc12)c1ccccc1
4.0	COc1ccc(-n2nnc3c(SCC(=O)NCC4CCCO4)ncnc32)cc1 (stereo not given)
-7.5	COc1ccc(-n2nc3ccc(NC(=O)c4ccc5ccccc5c4)cc3n2)cc1
0.3	CC(C)C12C=CC(C)(CC1)C1C(=O)N(c3ccccc3)C(=O)C12 (stereo not given)
-6.3	Cc1cc(C)n2nc(SC(C)C(=O)NCc3cccs3)nc2n1 (stereo not given)
-6.9	C=CS(=O)c1sc(Cl)c(N2CCOCC2)c1[N+](=O)[O-] (stereo not given)
-23.3	N#Cc1c(N=Cc2ccccc2I)sc2c1CCCC2
3.2	CC(C)OP(C)(=O)CN1CCN(CP(C)(=O)OC(C)C)CC1 (stereo not given)
-2.1	CCOc1cc(C2Oc3nc(SCC)nnc3-c3ccccc3N2C(C)=O)ccc1OC(C)=O (stereo not given)
-4.7	O=C(COC(=O)c1cc2ccccc2oc1=O)c1ccc(I)cc1
-4.2	CC(O)Cn1ccccc1=N (stereo not given)
2.5	O=C(OCc1ccc(F)cc1Cl)c1ccccn1
1.5	COc1ccc([N+](=O)[O-])cc1NC(=O)c1ccc(C(C)(C)C)cc1
-9.9	CCCC(=O)Nc1cc(C(=O)O)ccc1S(=O)(=O)c1ccc(Cl)cc1
-17.2	CCOC(=O)c1cc2c(=O)n3ccccc3nc2n(CCCOC)c1=NC(=O)c1cccc(C)c1
-1.1	Cc1ccc(F)cc1NC(=O)c1c(-c2ccccc2)noc1C
15.6	COc1cc(NC(=O)c2cc3n(n2)C(C(F)(F)F)CC(c2ccc(Cl)cc2)N3)cc(OC)c1OC (stereo not given)
1.7	Cc1ccc(-n2c(=O)cc(N3CCCCCC3)[nH]c2=O)cc1
-1.2	O=C(CN1CCCC(O)C1)N1c2ccccc2C=Cc2ccccc21 (stereo not given)
-4.1	O=C(Nc1cccnc1)c1noc2c1CCCCC2
1.5	COc1ccc(OC)c(NC(=O)CSc2nccn2-c2cccc(C)c2C)c1
1.3	Cc1cc(=O)oc(C)c1C(=O)NCCCN1CCOCC1
-5.2	COc1ccccc1NC(=O)CSc1nnc(Cn2nnc(-c3ccccc3)n2)n1-c1ccccc1
-6.7	Cc1ccc(-c2n[nH]c(=O)c3ccccc23)cc1S(=O)(=O)N1CCOCC1
-64.5	Cc1ccc(C)n1CCCCNC(=O)CC#N
0.7	CCOc1cc(N2CCOCC2)c(OCC)cc1NC(=O)COC(=O)c1cc(C)oc1C
-11.8	O=C(Nc1cccc(F)c1)c1ccc(Br)cc1
0.2	CC(C(=O)NC1=NCCS1)N1C(=O)c2ccccc2C1=O (stereo not given)
-4.0	O=c1[nH]c2ccc(S(=O)(=O)NCCc3ccccc3)cc2[nH]c1=O
-1.3	O=C(Nc1ccc2c(c1)OCO2)C1CCN(C(=O)c2ccc(F)cc2)CC1
7.2	OC(COc1ccc(C23CC4CC(CC(C4)C2)C3)cc1)CN1CCN(c2ccc(F)cc2)CC1 (stereo not given)
-0.9	COc1ccc(CNC(=O)C2c3cc(OC)c(OC)cc3C(=O)N(C)C2c2ccc(OC)cc2)cc1 (stereo not given)
-6.9	CCN(CC)c1ccc2cc(C(=O)O)c(=O)oc2c1
1.0	Cc1ccc(C)c(N2CN(Cc3ccccc3)CNC2=S)c1
-5.7	COc1ccc(NC(=O)CN2CCN(CC(=O)Nc3cccc(F)c3)CC2)cc1
-24.8	COc1ccc(N2CC(C(=O)O)CC2=O)cc1 (stereo not given)
-2.2	O=C(CN(Cc1ccc(Br)cc1)S(=O)(=O)c1ccccc1)N1CCC(Cc2ccccc2)CC1
-0.7	O=C(Nc1c2c(nn1-c1cccc(Cl)c1)CSC2)c1ccc(S(=O)(=O)N2CCCCC2)cc1
3.5	COc1cc(C(=O)Nc2nc(N)n(-c3ccccc3)n2)cc(OC)c1OC
5.2	CCCC1C(c2ccccc2)C(C#N)(C#N)C2(C#N)CC1(N)NC2=O (stereo not given)
1.4	Cc1c(NC(=O)CN(c2ccc(Cl)c(C(F)(F)F)c2)S(=O)(=O)c2ccccc2)c(=O)n(-c2ccccc2)n1C
-6.0	Clc1ccc(NCc2nncn2-c2ccccc2)cc1
2.5	CCOCCCNC(=O)c1ccc(OC(C)=O)cc1
-2.1	CCOc1ccc(-c2nnn(CC(=O)c3ccc4c(c3)OCCO4)n2)cc1
1.7	O=C(NC1CCCC1)c1nn2c(C(F)(F)F)cc(-c3cccs3)nc2c1Br
-3.4	CCC1CCCCN1Cc1c(O)ccc2c(=O)c(Oc3ccc(OC)cc3)c(C(F)(F)F)oc12 (stereo not given)
-19.2	Cn1ccnc1SCC(=O)Nc1ccc(Cl)cn1

Continuation.
14-3-3g Raf	Structure
-0.8	O=C(Nc1nc2ccccc2n1CCOc1ccc(Cl)cc1)c1ccco1
-18.0	CC1CCN(c2nc3ccccc3nc2C(C#N)C(=O)OC2CCCCC2)CC1 (stereo not given)
0.0	O=C(CSc1nnc2scc(-c3ccccc3)n12)NCc1ccc2c(c1)OCO2
2.5	Nc1nnc(SCC(=O)c2ccccc2)s1
-1.4	O=C(NC1CCCCC1)C1CCN(S(=O)(=O)N2CCCC2)CC1
-3.3	COc1ccc(Oc2coc3cc(OCc4ccc(C)cc4)ccc3c2=O)cc1
-2.9	CC1=C(C(=O)OCC2CCCO2)C(c2cccs2)C2=C(CC(C)(C)CC2=O)N1 (stereo not given)
4.1	CCc1c(-c2ccccc2)n(-c2ccccc2)c2nc3c(c(=O)n(C)c(=O)n3C)n12
-2.7	CC1=CC2=C(OC1N(C)C)c1cccc3cccc(c13)C2=O (stereo not given)

High-throughput results from PubChem.
